Bim-Mcl-1: disrupts Bim peptide binding to human Mcl-1 | AID 1009 | inhibition, % at 10 µM | actives 0.1% (n = 190,000) | Q07820 | Bead-based flow cytometry, Bim peptide-Mcl-1 binding;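 note: 0% = no compound tracer wells and 100% = peptide blocker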
RGS7-Gao: human RGS7-Galphao interaction regulation | P09471 | Multiplexed bead flow cytometry, RGS7-Galphao binding; actives lie on both sides | binding response (% of control), % at 10 µM | AID 1439 | actives 0.35% (n = 220,000); in the data active = binding response below about 49% or above about 150%; inconclusive = no clear call, values can overlap the other calls; inactive = in between;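 note: fluorescent Galphao held in activated GDP-AlF4 state binding bead-coupled RGS7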
Bcl-W Bim block: inhibitors of Bim-Bcl-W interaction, human. inhibition, % at 10 µM. actives 0.02% (n = 190,000). bead-based flow cytometry, Bim peptide-Bcl-W binding. AID 952. Q92843;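 note: 0% = bound tracer without compound and 100% = peptide blocker; higher means less fluorescent Bim peptide bound to Bcl-W beads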
Target sequence (Q92843 whole entry, looked up): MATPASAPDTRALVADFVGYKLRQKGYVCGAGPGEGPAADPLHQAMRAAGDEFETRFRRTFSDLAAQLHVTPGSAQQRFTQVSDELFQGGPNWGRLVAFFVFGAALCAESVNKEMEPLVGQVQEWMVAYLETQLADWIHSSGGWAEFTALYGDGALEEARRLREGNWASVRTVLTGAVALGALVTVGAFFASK
Bcl-B Bim block: inhibitors of Bim-Bcl-B interaction, human; Q9HD36; bead-based flow cytometry, Bim peptide-Bcl-B binding; inhibition, % at 10 µM; actives 0.073% (n = 190,000); AID 951;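 note: 0% = tracer peptide without compound and 100% = reference inhibitor peptide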
Target sequence (Q9HD36 whole entry, looked up): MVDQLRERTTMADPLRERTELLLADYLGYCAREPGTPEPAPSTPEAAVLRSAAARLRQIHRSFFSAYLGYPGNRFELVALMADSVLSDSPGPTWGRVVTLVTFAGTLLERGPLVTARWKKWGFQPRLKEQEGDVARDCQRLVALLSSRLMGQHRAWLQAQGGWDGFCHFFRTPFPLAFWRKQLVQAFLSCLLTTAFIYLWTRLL
Bcl-XL Bim block: inhibitors of Bim-Bcl-XL interaction, human. actives 0.04% (n = 190,000). inhibition, % at 10 µM. AID 1007. Bim peptide-Bcl-XL binding, bead flow cytometry, fluorescence
Target sequence (Q07817 whole entry, looked up): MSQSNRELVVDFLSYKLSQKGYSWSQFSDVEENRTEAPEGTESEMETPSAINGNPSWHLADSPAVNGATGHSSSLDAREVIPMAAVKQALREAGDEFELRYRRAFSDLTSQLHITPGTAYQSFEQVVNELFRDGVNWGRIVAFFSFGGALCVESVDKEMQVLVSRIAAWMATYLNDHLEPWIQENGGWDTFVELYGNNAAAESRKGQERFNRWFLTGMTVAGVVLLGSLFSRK
Mcl1 Bid PPI: disrupts binding of human Mcl-1 to Bid peptide; inhibition, % at 21.7 µM; AID 1021; TR-FRET Mcl-1/Bid-Dy647 peptide binding, 1536-well; actives 0.97% (n = 220,000);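 active = compounds that cut the binding signal by more than half at the single screening dose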;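 note: His-tagged Mcl-1 with europium anti-His antibody binding Bid BH3 peptide; 0% = Mcl-1 plus peptide wells and 100% = peptide-only wells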
Bim-Bfl-1: inhibitors of Bim-Bfl-1 interaction, human. inhibition, % at 10 µM. actives 0.12% (n = 190,000). Q16548. Bead-based flow cytometry, Bim-Bfl-1 binding inhibition;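 note: 0% = wells without compound plus tracer and 100% = blocker peptide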
RGS4-Gao reg: human RGS4-Galphao interaction regulation; Multiplexed bead flow cytometry, RGS4-Galphao binding; actives lie on both sides; AID 1415; binding response (% of control), % at 10 µM; actives 0.33% (n = 220,000); P09471; in the data active = binding response below about 49% or above about 150%; inactive = in between;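 note: fluorescent Galphao activated with aluminum fluoride binding bead-coupled RGS4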
Bim-Bcl-2: inhibitors of Bim-Bcl-2 interaction, human; inhibition, % at 10 µM; Bead-based flow cytometry, Bim peptide-Bcl-2 binding; actives 0.06% (n = 190,000); in the data active = inhibition above about 40%; inconclusive = no clear call, values can overlap the other calls;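 note: 0% = no compound wells with probe peptide and 100% = reference peptide inhibitor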
Target sequence (P10415 whole entry, looked up): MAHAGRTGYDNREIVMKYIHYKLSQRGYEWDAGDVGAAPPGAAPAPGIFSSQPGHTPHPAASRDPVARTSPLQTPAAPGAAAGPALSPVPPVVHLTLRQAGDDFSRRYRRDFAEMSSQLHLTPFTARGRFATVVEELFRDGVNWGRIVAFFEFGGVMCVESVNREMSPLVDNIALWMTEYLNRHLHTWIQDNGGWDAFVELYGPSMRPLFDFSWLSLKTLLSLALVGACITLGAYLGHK
Mcl1 Noxa PPI: Mcl-1/Noxa interaction inhibition | actives 1.5% (n = 220,000) | TR-FRET Mcl-1/Noxa peptide binding, 2 h | AID 1022 | inhibition, % at 21.7 µM | Q07820;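 active = compounds that cut the protein-peptide binding signal by more than 50% relative to plate controls in a single-dose test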;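 note: His-tagged Mcl-1 with rhodamine Noxa BH3 peptide and terbium anti-His antibody; 0% = Mcl-1 plus Noxa peptide wells and 100% = peptide-only wells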
RGS8-Gao reg: regulators of human RGS8-Galphao interaction; multiplexed bead flow cytometry, RGS8-Galphao binding; actives lie on both sides; response (percent of control binding), % at 10 µM; P09471; AID 1423; actives 0.34% (n = 220,000); in the data active = response below about 60% or above about 140%; inactive = in between;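 note: Galphao activated as the GDP aluminium fluoride complex binding bead-coupled RGS8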
Active calls of the source: *; ? = inconclusive; · = not tested or not shown; [ ] = dose if it differs, or a comment. Cut-off read from the data, not from the text of the source, unless noted: active = inhibition above about 40%.

entry	SMILES	Bcl-W Bim block	RGS8-Gao reg	RGS7-Gao	RGS4-Gao reg	Bim-Mcl-1	Mcl1 Noxa PPI	Mcl1 Bid PPI	Bim-Bcl-2	Bcl-XL Bim block	Bcl-B Bim block	Bim-Bfl-1
1	O=C(CCC(=O)N(CC(=O)NC1CCCC1)C1CCCC1)Nc1ccccn1	-4	101	104	105	0	-9	-8	0	-5	-1	-3
2	O=C(Nc1nc(-c2ccccc2)cs1)C1c2ccccc2Oc2ccccc21	2	102	104	106	0	-19	-5	-7	1	-9	-8
3	CCNC(=S)NC1CC2CCC(C1)N2Cc1ccccc1 (centres undefined)	0	95	99	88	-1	3	-39	-1	0	-8	-8
4	O=C(COC(=O)CN1C(=O)C2CCCCC2C1=O)Nc1cc(S(=O)(=O)N2CCOCC2)ccc1Cl (centres undefined)	-5	103	108	113	-7	12	-34	-7	-9	-6	-4
5	O=C(/C=C/c1cccc(OCc2ccccc2)c1)c1cccnc1	-1	101	107	102	-4	30	55*	4	-2	1	4
6	O=C(N1CCOCC1)N1CCN(Cc2ccccc2)CC1	-6	98	102	99	-4	5	-2	-5	-6	-7	-4
7	COC(=O)c1[nH]c2ccccc2c1NC(=O)C(C)N1CC(C)OC(C)C1 (centres undefined)	·	101	?	101	·	25	-7	·	·	·	·
8	COc1cccc(C(=O)Nc2cc3c(cc2Br)OCCCO3)c1	0	101	95	96	0	-15	-13	-1	-3	0	-1
9	O=C(CCc1nnc(CCc2ccccc2)o1)NC(c1cccnc1)C(F)(F)F (centres undefined)	·	101	?	100	·	3	-18	·	·	·	·
10	CC(=C/C(=O)O)/C(=C\c1ccc(Br)o1)C(=O)O	·	99	?	96	·	30	-39	·	·	·	·
11	Cc1ccc(Nc2nc(=O)[nH]nc2C)cc1	0	101	99	101	0	-3	-28	-4	-3	-3	-11
12	O=C(NC1=NCCS1)c1csc2ccccc12	-1	101	97	98	0	15	-2	-2	0	-1	-1
13	CC1CC(C)CN(C(=O)C2CCC(CNc3c(N4CCCCC4)c(=O)c3=O)CC2)C1 (centres undefined)	·	84	?	71	·	-10	-32	·	·	·	·
14	O=C(O)C1C2C=CC(C2)C1C(=O)N1CCc2ccccc21 (centres undefined)	-1	102	112	102	0	3	-33	-5	-4	0	-9
15	Cc1cccc(NC(=O)c2cc(=O)c3ccccc3o2)n1	1	107	101	99	0	5	2	-1	-1	0	0
16	O=C(CN(C(=O)Cn1nnc(-c2cccs2)n1)c1cnc2ccccc2c1)NCC1CCCO1 (centres undefined)	0	92	101	97	-1	10	-5	0	1	-4	1
17	COc1ccc2cc1Oc1ccc(cc1)C[C@H]1c3c(cc4c(c3Oc3cc5c(cc3OC)CCN(C)[C@@H]5C2)OCO4)CCN1C	·	101	?	99	·	41	-42	·	·	·	·
18	O=C(Cn1c2ccc(F)cc2c2nc3n(c(=O)c21)CCS3)Nc1ccccc1C(F)(F)F	-3	96	94	94	-1	-43	32	2	-3	-5	0
19	Fc1cccc(CSc2nc3ccncc3[nH]2)c1	-3	103	105	102	-3	9	-5	-3	-5	-5	1
20	O=C(NCCC(c1ccccc1)c1ccccc1)c1ccc(Br)o1	0	102	97	98	-1	11	-2	-1	-1	-1	-1
21	Cc1cccc(NC2=NC(=S)N(c3ccc(C(=O)O)cc3)C23CCCCC3)c1	-1	100	95	98	-1	11	-69	0	3	-3	-1
22	COc1cc(/C=N/NC(=O)c2ccccc2O)ccc1OC(=O)CC1SC(=O)NC1=O (centres undefined)	·	92	?	91	·	19	-10	·	·	·	·
23	COc1ccc(Br)cc1S(=O)(=O)N1CC(C)OC(C)C1 (centres undefined)	-7	98	100	95	-5	-15	-9	-5	-7	-6	-3
24	CCOC(=O)Cn1c(N2CCCCCC2)nc2c1c(=O)[nH]c(=O)n2C	-1	98	97	98	-1	1	-16	-7	-9	-7	-9
25	O=C(NCCN1CCOCC1)c1cc(S(=O)(=O)NCCCN2CCCC2=O)ccc1Cl	0	99	101	102	-2	0	-12	0	-3	-4	-8
26	CC(C)(C)c1ccc(OCc2ccc(C(=O)N/N=C/c3ccc([N+](=O)[O-])cc3)o2)cc1	0	109	110	132	9	14	-14	6	-2	5	8
27	COc1ccc(CN2CSC(=S)N(Cc3ccc(OC)cc3)C2)cc1	·	104	?	104	·	12	-41	·	·	·	·
28	O=C(c1cccc(S(=O)(=O)N2CCOCC2)c1)N1CCCc2ccccc21	-1	100	101	102	-2	-3	-11	-5	-3	-10	-11
29	CCSC1(SCC)N=C(N)C2(C#N)C(c3ccccc3)NC(C)=C(C)C12C#N (centres undefined)	-1	100	96	97	0	2	-40	-3	1	-8	-8
30	COc1ccc(OC)c(NC(=O)COC(=O)/C=C/c2ccc(Cl)cc2)c1	-1	103	103	103	-4	2	0	-5	-6	-3	-1

Among those listed so far, these contain an aryl methoxy group.
entry	SMILES	Bcl-W Bim block	RGS8-Gao reg	RGS7-Gao	RGS4-Gao reg	Bim-Mcl-1	Mcl1 Noxa PPI	Mcl1 Bid PPI	Bim-Bcl-2	Bcl-XL Bim block	Bcl-B Bim block	Bim-Bfl-1
8	COc1cccc(C(=O)Nc2cc3c(cc2Br)OCCCO3)c1	0	101	95	96	0	-15	-13	-1	-3	0	-1
17	COc1ccc2cc1Oc1ccc(cc1)C[C@H]1c3c(cc4c(c3Oc3cc5c(cc3OC)CCN(C)[C@@H]5C2)OCO4)CCN1C	·	101	?	99	·	41	-42	·	·	·	·
22	COc1cc(/C=N/NC(=O)c2ccccc2O)ccc1OC(=O)CC1SC(=O)NC1=O (centres undefined)	·	92	?	91	·	19	-10	·	·	·	·
23	COc1ccc(Br)cc1S(=O)(=O)N1CC(C)OC(C)C1 (centres undefined)	-7	98	100	95	-5	-15	-9	-5	-7	-6	-3
27	COc1ccc(CN2CSC(=S)N(Cc3ccc(OC)cc3)C2)cc1	·	104	?	104	·	12	-41	·	·	·	·
30	COc1ccc(OC)c(NC(=O)COC(=O)/C=C/c2ccc(Cl)cc2)c1	-1	103	103	103	-4	2	0	-5	-6	-3	-1

Following part:
entry	SMILES	Bcl-W Bim block	RGS8-Gao reg	RGS7-Gao	RGS4-Gao reg	Bim-Mcl-1	Mcl1 Noxa PPI	Mcl1 Bid PPI	Bim-Bcl-2	Bcl-XL Bim block	Bcl-B Bim block	Bim-Bfl-1
31	Cc1ccc(NC(=O)C(OC(=O)c2ccc(NC(N)=O)cc2)c2ccccc2)cc1Cl (centres undefined)	-3	86	82	80	-2	13	-26	-10	-9	-8	-3
32	CC(C(=O)Nc1cccnc1)c1ccc([N+](=O)[O-])cc1 (centres undefined)	0	100	?	98	-2	-2	-22	-4	-5	-6	-7
33	O=C(NCc1ccccn1)C1CCN(C(=O)c2cc3sccc3n2Cc2ccc(F)cc2)CC1	1	99	100	99	0	-3	-24	0	0	-1	0
34	CCC(C)C(N)C(=O)NC(CCC(=O)OCc1ccccc1)C(N)=O (centres undefined)	-2	104	108	106	-2	12	20	-7	-9	-8	-14
35	N#C/C(=C/Nc1ccccc1C(=O)O)C(N)=O	·	94	?	92	·	-6	-25	·	·	·	·
36	CNC(=O)CSc1nnnn1-c1cc(C)ccc1C	-4	102	101	103	-2	-17	-19	2	-3	-6	-4
37	CC(=O)Nc1cnc(NC(=O)c2cccc(F)c2)cc1C	-5	100	95	98	-1	-2	-24	-7	-9	-1	-17
38	Cc1cccc(C(=O)NC(=S)Nc2ccc3[nH]c(=O)[nH]c3c2)c1	2	103	108	102	0	18	-47	-2	-5	-1	-2
39	Cc1ccc(C(=O)NCC(=O)OCC(=O)NC2CCS(=O)(=O)C2)cc1C (centres undefined)	-1	102	99	100	-1	25	-12	-6	-5	-7	-15
40	COc1ccccc1N1CCN(C(c2ccc(N(C)C)cc2)c2nnnn2CCc2ccccc2)CC1 (centres undefined)	-8	90	97	96	-8	22	-29	-7	-6	-7	-2
41	c1ccc(C2CCC(N3CCNCC3)CC2)cc1 (centres undefined)	-2	141*[activator]	122	120	-3	31	19	-5	-1	-9	-3
42	Cc1onc(-c2ccccc2)c1C(=O)Nc1nc2c(s1)C(=O)CC(C)(C)C2	2	101	102	103	0	23	-8	-3	0	-7	-8
43	CC(=O)OCC(=O)[C@@]1(O)CC[C@H]2[C@@H]3CCC4=CC(=O)C=C[C@]4(C)[C@@]3(Cl)[C@@H](Cl)C[C@@]21C	·	102	?	103	·	1	-24	·	·	·	·
44	O=S(=O)(Nc1ccc(O)c(Sc2nc3ccccc3s2)c1)c1cccc2ccccc12	-7	103	98	103	-4	32	-31	-4	-11	-8	-6
45	CCOC(=O)c1nc(NNC(C)=O)sc1C	0	100	103	101	-2	7	-14	0	-1	3	5
46	CC(C)CCn1nnnc1CN1CCN(c2ccc(F)cc2)CC1	-3	107	98	100	-1	0	-17	-5	-4	-4	-8

Screening data as filed in PubChem.
